Bioassay records as filed in PubChem BioAssay.
GDH-TPI inh – inhibits GDH-TPI coupling enzymes, artifact for Mtb FBA screen | AID 588335 | 360,000 tested, 1.2% active | GDH-TPI coupled enzyme counterscreen, NADH absorbance | inhibition, % at 4.8 µM;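 further: 0% = DMSO wells and 100% = wells lacking the enzyme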
PrPC surface inh – inhibitors of human cell surface prion protein PrPC; 370,000 tested, 0.43% active; P04156; AID 720596; TR-FRET read-out; inhibition, % at 13.8 µM; in the data active means inhibition above about 24%; further: 0% = median of the test wells and 100% = reference compound wells
Mtb UGM inh – inhibitors of M. tuberculosis UDP-galactopyranose mutase | 320,000 tested, 0.06% active | P9WIQ1 | AID 504406 | inhibition, % at 10 µM | purified UGM, fluorescence polarization probe displacement; in the data active means inhibition above about 10%, passing the limit was not always enough; inconclusive means no clear call, values can overlap the other calls
Target sequence (P9WIQ1 whole entry, looked up): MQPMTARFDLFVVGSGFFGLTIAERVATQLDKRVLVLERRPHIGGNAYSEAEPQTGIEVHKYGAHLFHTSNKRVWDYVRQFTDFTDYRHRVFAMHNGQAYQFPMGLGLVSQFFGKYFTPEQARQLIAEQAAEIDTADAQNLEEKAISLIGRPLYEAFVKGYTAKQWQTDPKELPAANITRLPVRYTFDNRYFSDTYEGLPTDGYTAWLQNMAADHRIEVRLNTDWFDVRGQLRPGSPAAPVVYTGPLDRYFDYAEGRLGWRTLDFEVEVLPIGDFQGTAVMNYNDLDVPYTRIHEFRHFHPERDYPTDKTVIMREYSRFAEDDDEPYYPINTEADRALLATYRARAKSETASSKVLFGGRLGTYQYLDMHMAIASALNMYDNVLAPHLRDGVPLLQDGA
CCHF vOTU inh – blocks the CCHF virus ovarian tumor domain protease; CCHFV vOTU protease, Pep-AMC fluorescence; inhibition, % at 11.5 µM; 370,000 tested, 0.55% active; AID 651958; further: 0% = vehicle wells with enzyme and 100% = no enzyme wells
BoNT-F LC inh – inhibitors of Botulinum neurotoxin F light chain protease. 360,000 tested, 0.22% active. Multiplex microsphere protease cleavage assay, flow cytometry. inhibition, % at 10 µM. AID 588497; in the data active means inhibition above about 35%, passing the limit was not always enough; inconclusive means no clear call, values can overlap the other calls; further: plate controls were buffer without enzyme for full effect and enzyme alone for no effect
FBA Mtb inh – Mtb fructose-bisphosphate aldolase inhibition; purified M. tuberculosis FBA, fluorescence read-out; inhibition, % at 1 µM; 360,000 tested, 2.3% active; in the data active means inhibition above about 27%;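 further: 0% = vehicle and 100% = reference inhibitor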
Target sequence (P9WQA3 whole entry, looked up): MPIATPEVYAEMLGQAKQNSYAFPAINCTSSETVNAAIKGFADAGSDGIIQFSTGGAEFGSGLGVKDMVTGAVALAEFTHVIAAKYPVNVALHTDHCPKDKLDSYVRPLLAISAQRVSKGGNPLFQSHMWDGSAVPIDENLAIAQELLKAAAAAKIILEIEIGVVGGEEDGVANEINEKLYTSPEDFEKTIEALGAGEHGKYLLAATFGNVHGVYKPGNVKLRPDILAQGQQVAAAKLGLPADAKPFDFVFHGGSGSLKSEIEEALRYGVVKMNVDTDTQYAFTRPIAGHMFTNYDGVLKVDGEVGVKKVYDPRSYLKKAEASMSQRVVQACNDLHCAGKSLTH
BoNT-A LC inh2 – BoNT A light chain protease inhibition | inhibition, % at 10 µM | multiplex microsphere protease substrate cleavage, flow cytometry | AID 588499 | 360,000 tested, 0.17% active; in the data active means inhibition above about 30%; inconclusive means no clear call, values can overlap the other calls; further: plate controls were buffer without enzyme for full effect and enzyme alone for no effect
FadD28 binding – M. tuberculosis FadD28 bisubstrate binding inhibition | FadD28 bisubstrate probe binding, fluorescence polarization | inhibition, % at 12.5 µM | 360,000 tested, 0.22% active | AID 588549; in the data active means inhibition above about 8.5%, passing the limit was not always enough; inconclusive means no clear call, values can overlap the other calls
BioA inh – blocks M. tuberculosis BioA enzyme activity; purified M. tuberculosis BioA enzyme, plate reader; inhibition, % at 9.99 µM; 360,000 tested, 0.096% active; AID 602481; in the data active means inhibition above about 40%; inconclusive means no clear call, values can overlap the other calls
Numbers without * were called inactive; u = inconclusive; x = not tested or not shown. Unless noted, no stated cut-off is given here; in the data, active means inhibition above about 30%; inactive means the rest. Not a hit list. About 4.8% of those tested had a hit in this group.

SMILES | GDH-TPI inh | PrPC surface inh | Mtb UGM inh | CCHF vOTU inh | BoNT-F LC inh | FBA Mtb inh | BoNT-A LC inh2 | FadD28 binding | BioA inh
O=C(CSc1nnc(CNC(=O)c2ccc(F)cc2)o1)NCc1ccc2c(c1)OCO2 | 0 | -4 | -3.5 | 14 | -3 | 4 | 1.5 | -1.9 | 0.6
Cc1ccc(C)c(NC(=S)NCCc2ccc(S(N)(=O)=O)cc2)c1 | -4 | -2 | -1.7 | 14 | -7 | -2 | 0.3 | -5.8 | 1.6
CC(C)=NNc1nc2sc3c(c2c(=O)[nH]1)CC(C)(C)OC3 | 14 | 1 | 2.3 | -19 | -2 | 0 | -0.8 | -1.7 | x
O=c1cc2c(=O)oc3cc(O)c(O)oc3c2c(O)c1O | 1 | -8 | x | 1 | -7 | 3 | -3.2 | 11* | 0.9
COc1cc(OC)c(OC)cc1CN(C)CCc1ccccn1 | 0 | -6 | -0.4 | 5 | -11 | 5 | -0.2 | 1.0 | 5.1
CCOc1ccc(CCNC(=O)COC(=O)c2ccccc2O)cc1OCC | -5 | 2 | 1.3 | 4 | 0 | 0 | -0.1 | 0.5 | -1.1
CCc1cccc(NC(=O)Nc2ccc3c(c2)OCO3)c1 | 3 | 7 | 1.3 | 1 | 4 | -2 | -0.9 | -1.6 | -1.7
COc1ccc(NC(=S)NCc2ccco2)cc1 | 3 | 5 | 0.2 | -4 | -8 | 0 | -0.2 | -2.7 | x
COc1ccc(N(CC(=O)N2CCc3ccccc32)S(=O)(=O)c2c(C)nn(C)c2C)cc1 | -7 | -2 | 3.3 | -3 | -4 | 13 | -0.4 | -2.5 | 0.8
COc1ccc(/C=C/CN2CCN(Cc3ccc(C)cc3)C(CCO)C2)cc1 (stereo not drawn) | -9 | 2 | -1.4 | -6 | -9 | 3 | -0.1 | -2.9 | x
COc1cnc(-c2ccccn2)nc1Sc1cccc(Cl)c1 | 11 | 4 | -0.4 | -7 | -5 | 0 | -2.6 | -1.7 | -0.5
CCOC(=O)c1nnn2c1nc(N1CCCCC1)c1ccccc12 | -1 | -2 | 1.4 | -8 | u | -1 | u | -5.0 | x
C/C(=N\NC(=O)Cc1cccc2ccccc12)c1ccncc1 | 7 | 11 | -3.8 | -9 | 6 | 1 | 0.7 | -1.0 | x
O=C(Cc1ccc(Cl)cc1)Nc1ccncc1 | -4 | 12 | 0.7 | -8 | 0 | 0 | -0.8 | -1.0 | 0.4
CCN(CC(=O)NCc1ccc(F)cc1)CC(=O)Nc1ccccc1-c1ccccc1 | 7 | -7 | -3.2 | 17 | -6 | 0 | 0.5 | -2.0 | -0.8
CCNC(=O)CC1C(=O)N(c2ccc(F)cc2)C(=O)N1CCc1ccc(OC)cc1 (stereo not drawn) | -4 | 7 | -0.1 | -7 | -1 | 2 | -0.8 | -2.1 | 1.4
CC1=NN(c2ccccc2)C(=O)/C1=C/C=C/c1ccc(N(C)C)cc1 | 3 | 10 | x | -2 | -14 | 0 | 12 | -1.4 | x
CC1CCCN(S(=O)(=O)c2ccc3[nH]c(=O)cc(C(=O)NCCCN4CCCCCC4)c3c2)C1 (stereo not drawn) | 2 | -5 | x | -3 | -4 | -4 | -0.4 | -5.6 | -1.1
C[C@@H]1CN([C@H](C)CO)C(=O)CCCn2cc(nn2)CO[C@H]1CN(C)C(=O)NC1CCCCC1 | -5 | -2 | x | -3 | 2 | 0 | 0.4 | 0.3 | -0.5
Cc1cc(C)nc(SCc2nnc(SCC(=O)Nc3ccccc3C)n2Cc2ccco2)n1 | 5 | 4 | -0.7 | -2 | -1 | -2 | 1.4 | -1.8 | 9.6
Cn1c(=O)[nH]c2c(c(C(=O)O)nn2C)c1=O | 9 | -8 | x | -1 | 7 | 2 | 0.4 | -1.3 | -1.0
O=C1N/C(=N\c2ccccn2)SC1Cc1ccc(Cl)cc1 (stereo not drawn) | 21 | 9 | 3.4 | -11 | -9 | -3 | -0.3 | 0.6 | -1.8
COc1ccccc1CNC(=O)C(=O)NCC1OCCN1C(=O)c1cccs1 (stereo not drawn) | 2 | 1 | -1.6 | 5 | 1 | 0 | 0.3 | -0.9 | 0.9
COc1ccccc1OCCC(=O)Nc1cccc(S(=O)(=O)N2CCOCC2)c1 | -3 | 1 | 0.6 | -16 | 7 | -1 | 3.3 | 0.5 | -0.8
COc1ccc(/C(O)=C2/C(=O)C(=O)N(CCN(C)C)C2c2cccnc2)cc1C (stereo not drawn) | 10 | -9 | -2.6 | -4 | -4 | 5 | -0.4 | -1.6 | x
More entries.
SMILES | GDH-TPI inh | PrPC surface inh | Mtb UGM inh | CCHF vOTU inh | BoNT-F LC inh | FBA Mtb inh | BoNT-A LC inh2 | FadD28 binding | BioA inh
Cn1c(=O)c2c(nc(NCc3ccccc3)n2CC(N)=O)n(C)c1=O | 5 | 2 | 1.2 | -4 | -9 | 2 | -0.2 | -2.0 | x
CC(C)(C)[C@@H]1C=C(C(=O)O)O[C@H](OCCCCO)C1 | 17 | -9 | 1.4 | 1 | -5 | 3 | -0.7 | 0.1 | 0.8
O=C(Cc1ccccc1)NCCCNC(=O)Cc1ccccc1 | 6 | -10 | x | 6 | 0 | -2 | -0.3 | -0.5 | -0.6
COc1ccc(CCN2C(=O)CC(Cc3cccc(C)c3)C2=O)cc1OC (stereo not drawn) | -10 | -2 | 0.0 | 7 | -4 | 0 | -0.6 | -5.2 | x
Cc1nnc(NC(=O)C(C)Oc2ccc3c(C)cc(=O)oc3c2)s1 (stereo not drawn) | 17 | 9 | -0.5 | 9 | 4 | 6 | 0.4 | -1.3 | -2.9
CC(=O)Nc1c(Cl)cc2c(c1Cl)Cc1cc(N)ccc1-2 | 15 | 9 | x | 19 | -6 | 2 | 0.1 | -12 | -4.2
O=S1(=O)CC(N2CCCC2)CN1Cc1cn(Cc2ccc(F)cc2)nn1 (stereo not drawn) | x | -1 | x | -4 | -7 | x | 0.7 | x | x
Cc1ccc(/C=C2\C(=O)NC(=O)N(Cc3ccccc3Cl)C2=O)o1 | 4 | 8 | 0.6 | 16 | -13 | 3 | -1.5 | 0.4 | x
CCN(CC)C(=O)Cn1c(=O)n(Cc2ccccc2Cl)c2c1c(=O)n(C)c(=O)n2C | 4 | -5 | -1.8 | -3 | 2 | 0 | 0.7 | -3.3 | 1.2
O=C(CC1OC(=O)c2ccccc21)Nc1cc(Cl)ccc1N1CCCC1 (stereo not drawn) | -10 | 5 | -3.9 | -9 | u | 0 | u | -3.3 | -1.1
COc1ccccc1NC(=O)c1cccc(NC(=O)c2ccco2)c1 | 5 | -1 | 0.7 | 1 | 16 | 2 | 0.8 | -5.8 | 0.7
COc1ccc(C(c2c(C)[nH][nH]c2=O)c2c(C)[nH][nH]c2=O)cc1Br | -6 | -3 | -0.1 | -3 | u | -4 | -2.7 | -0.7 | 0.4
CCc1noc(C)c1C(=O)N(CCCOC)c1c(N)n(Cc2ccccc2)c(=O)[nH]c1=O | 15 | 8 | 2.2 | -3 | -12 | 3 | -13 | 0.2 | x
CC(C)n1cc(CN2CCC(C(=O)Nc3ccc(Oc4ccccc4F)cc3)CC2)cn1 | 8 | -4 | 2.7 | 15 | 0 | 3 | 0.9 | 0.3 | 5.0
CCOC(=O)c1nnn2c1nc(Nc1cccc(C(F)(F)F)c1)c1ccccc12 | -5 | 4 | -0.7 | -9 | u | 0 | -6.6 | -1.3 | -2.7
Cc1ccc(C)c(Nc2ncccc2C(=O)NCc2cccs2)c1 | 8 | 10 | 0.9 | -1 | -6 | 1 | -1.0 | 0.5 | -0.6
N/C(=N\OC(=O)c1cccs1)c1cccc(Br)c1 | 0 | 8 | 0.8 | 1 | -1 | 1 | 0.8 | -2.3 | 5.2
Cc1ccc2nc3c(cc2c1)c(NC(=O)C(C)(C)C)nn3CC(C)C | 5 | 9 | 5.0 | -14 | 15 | 9 | 2.3 | -0.9 | -0.2
CS(=O)(=O)c1ccc(NC(=O)c2cccc(S(=O)(=O)N3CCN(Cc4ccccc4)CC3)c2)cc1 | 1 | 4 | 1.2 | -2 | 2 | 0 | -0.6 | -4.1 | -1.6
COc1cccc(C(=O)NC2CCSC2=O)c1 (stereo not drawn) | -7 | 6 | 0.9 | 7 | -1 | 0 | 0.9 | -1.8 | -1.0
O=C(CCC(F)(F)F)N1CCCC(N2CCN(c3cccc(Cl)c3)CC2)C1 (stereo not drawn) | -4 | 1 | 0.1 | -7 | u | 0 | -1.4 | -3.4 | 0.9
CC1=CC(C)(C)Nc2ccc(OC(=O)CN3C(=O)c4ccccc4C3=O)cc21 | -1 | -3 | 0.6 | -24 | -5 | 1 | -1.2 | -1.9 | x
COc1ccc(OCC(O)Cn2c(Br)nc3c2c(=O)[nH]c(=O)n3C)cc1 (stereo not drawn) | 1 | 11 | 2.1 | -4 | 4 | -1 | 1.0 | -2.8 | -1.4
Cc1nnc(SCC(=O)OC2CC(C)CCC2C(C)C)[nH]c1=O (stereo not drawn) | 4 | 1 | -2.1 | -4 | 2 | -1 | -0.5 | 0.1 | x
Cc1ccccc1Cn1cc(NC(=O)CCCn2nc([N+](=O)[O-])cc2C)cn1 | 7 | 2 | 4.4 | 15 | -5 | 2 | 0.7 | -0.3 | 0.7
More records follow.
SMILES | GDH-TPI inh | PrPC surface inh | Mtb UGM inh | CCHF vOTU inh | BoNT-F LC inh | FBA Mtb inh | BoNT-A LC inh2 | FadD28 binding | BioA inh
CC(C)N(C(=O)CN1C(=O)C(=O)c2ccccc21)c1ccccc1 | 0 | -5 | -0.6 | -8 | 1 | 8 | 0.3 | 0.0 | -0.5
CSc1nc2nc(-c3ccccc3)cc(=O)n2[nH]1 | 7 | -5 | 1.8 | -2 | -6 | 0 | 1.1 | 0.2 | -1.1
O=C(Nc1cccc(Cn2cccn2)c1)c1cc2c(s1)CCCC2 | 3 | 9 | -2.8 | 9 | -3 | -1 | -3.0 | 0.7 | x
O=C1C=C(c2ccccc2C(F)(F)F)C[C@@H](c2ccc3c(c2)OCO3)C1 | -3 | 2 | -2.7 | 4 | -5 | 0 | -0.7 | -4.1 | 0.8
Cc1cc(=O)n2nc(N3CCC(C(=O)NCC(C)c4ccccc4)CC3)sc2n1 (stereo not drawn) | 7 | -8 | 2.1 | 5 | 0 | 1 | 0.5 | -0.5 | -1.1
O=C(O)c1ccccc1P(=O)(c1ccccc1)c1ccccc1 | -10 | 2 | -2.0 | 3 | 0 | 1 | -0.4 | -1.6 | -1.2

Entries shown so far that have a Cl atom (eight):
SMILES | GDH-TPI inh | PrPC surface inh | Mtb UGM inh | CCHF vOTU inh | BoNT-F LC inh | FBA Mtb inh | BoNT-A LC inh2 | FadD28 binding | BioA inh
COc1cnc(-c2ccccn2)nc1Sc1cccc(Cl)c1 | 11 | 4 | -0.4 | -7 | -5 | 0 | -2.6 | -1.7 | -0.5
O=C(Cc1ccc(Cl)cc1)Nc1ccncc1 | -4 | 12 | 0.7 | -8 | 0 | 0 | -0.8 | -1.0 | 0.4
O=C1N/C(=N\c2ccccn2)SC1Cc1ccc(Cl)cc1 (stereo not drawn) | 21 | 9 | 3.4 | -11 | -9 | -3 | -0.3 | 0.6 | -1.8
CC(=O)Nc1c(Cl)cc2c(c1Cl)Cc1cc(N)ccc1-2 | 15 | 9 | x | 19 | -6 | 2 | 0.1 | -12 | -4.2
Cc1ccc(/C=C2\C(=O)NC(=O)N(Cc3ccccc3Cl)C2=O)o1 | 4 | 8 | 0.6 | 16 | -13 | 3 | -1.5 | 0.4 | x
CCN(CC)C(=O)Cn1c(=O)n(Cc2ccccc2Cl)c2c1c(=O)n(C)c(=O)n2C | 4 | -5 | -1.8 | -3 | 2 | 0 | 0.7 | -3.3 | 1.2
O=C(CC1OC(=O)c2ccccc21)Nc1cc(Cl)ccc1N1CCCC1 (stereo not drawn) | -10 | 5 | -3.9 | -9 | u | 0 | u | -3.3 | -1.1
O=C(CCC(F)(F)F)N1CCCC(N2CCN(c3cccc(Cl)c3)CC2)C1 (stereo not drawn) | -4 | 1 | 0.1 | -7 | u | 0 | -1.4 | -3.4 | 0.9
